Compound activity from PubChem.
Giardia FBPA inh – blocks Giardia fructose-bisphosphate aldolase activity; purified Giardia FBPA; 290,000 compounds, 0.71% hits; AID 2451; Potency, µM (doses to about 59.6 µM), without a hit: at the top dose activity, negative = inhibition, usual class: inhibitors; note: potency is the fitted concentration of half-maximal effect; nearly all actives have a fitted effect of over 55% in size
Target sequence (A8B2U2 whole entry, looked up): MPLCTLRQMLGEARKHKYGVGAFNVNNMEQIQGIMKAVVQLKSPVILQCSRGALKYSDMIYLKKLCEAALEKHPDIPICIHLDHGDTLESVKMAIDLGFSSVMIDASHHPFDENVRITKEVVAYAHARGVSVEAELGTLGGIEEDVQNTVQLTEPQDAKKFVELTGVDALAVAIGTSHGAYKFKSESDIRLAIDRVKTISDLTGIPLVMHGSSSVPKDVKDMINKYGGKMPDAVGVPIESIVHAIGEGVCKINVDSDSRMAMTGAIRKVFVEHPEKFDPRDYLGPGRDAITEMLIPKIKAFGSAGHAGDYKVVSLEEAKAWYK
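40 nM FBPA preincubated 10 min at RT with compound (up to 57.5 uM final), then substrate plus GAPDH/TPI/NAD/arsenate coupling and diaphorase/resazurin added. Fluorescence read after 20 min at RT, 525/598 nm.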
HCV inhibitor – HCV inhibition; Huh7.5.1 HCVcc-Cre infection, luciferase reporter, 44 h; Potency, µM (series often up to 41.8 µM), without a hit: top-dose activity change, negative = inhibition, usual class: inhibitors; 340,000 compounds, 3.4% hits; note: potency is the fitted concentration of half-maximal effect
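Reporter virus HCVcc-Cre (~0.5 moi) infects cells exposed to compound; seeding density 1,000 cells/well with 4 h settling beforehand. Luminescence, 15 sec read, taken 44 h post-infection following a 15 min RT substrate incubation.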
AmpC no deterg – blocks E. coli AmpC beta-lactamase in detergent-free assay; AmpC nitrocefin hydrolysis, absorbance 480 nm, 0.0001% Triton; P00811; AID 485341; 330,000 compounds, 0.52% hits; Potency, µM (titrated, usually from 57.1 µM), for the others: at the top dose activity change, negative = inhibition, actives largely listed as inhibitors;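 note: potency is the fitted concentration of half-maximal effect; plate controls were no compound for no effect and no enzyme for full effect; nearly all actives have a fitted effect of over 20% in size; some results filed as inactive show a strong effect at the top dose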
Target sequence (P00811 whole entry, looked up): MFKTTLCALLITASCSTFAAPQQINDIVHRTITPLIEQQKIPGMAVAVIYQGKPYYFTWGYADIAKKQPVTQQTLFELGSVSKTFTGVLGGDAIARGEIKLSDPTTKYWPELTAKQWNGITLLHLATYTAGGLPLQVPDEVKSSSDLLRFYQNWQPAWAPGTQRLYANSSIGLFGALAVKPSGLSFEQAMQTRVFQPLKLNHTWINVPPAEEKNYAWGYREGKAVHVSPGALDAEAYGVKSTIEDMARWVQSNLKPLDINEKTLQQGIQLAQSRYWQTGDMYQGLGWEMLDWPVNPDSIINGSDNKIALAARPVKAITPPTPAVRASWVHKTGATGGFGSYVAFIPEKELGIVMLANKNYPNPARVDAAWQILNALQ
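20 mM phosphate pH 7.0 + 0.01% (detergent screen) or 0.0001% Triton X-100; 5.3 nM AmpC reagent; cpd preinc 15 min RT; nitrocefin (800 uM stock) to start; A480 q20 s × 4 min; Activity was normalised to no-enzyme and no-compound control wells.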
HCMV inh – blocks human cytomegalovirus replication; activity change, negative = inhibition, % at 57.5 µM; 410,000 compounds, 4.5% hits; AID 1259415; HFF cells, HCMV-luciferase reporter, 72 h; active compounds read low; in the data active = activity change below about -60%; inconclusive = no clear call, values can overlap the other calls; inactive = above about -39%
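Two-dose cell screen: HFF monolayers treated with compounds and infected with luciferase-expressing HCMV at 1 PFU/cell, 72 h at 37C, then lysed for luciferase measurement.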
Sm TGR inh – inhibitors of Schistosoma mansoni thioredoxin glutathione reductase. 360,000 compounds, 3% hits. purified TGR, DTNB reduction, TNB absorbance 405 nm. Q962Y6. Potency, µM (highest dose often 114 µM), without a hit: at the top dose activity change, negative = inhibition, usual class: inhibitors. AID 485364; note: potency is the fitted concentration of half-maximal effect; nearly all actives have a fitted effect of over 60% in size
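Kinetic colorimetric format: TGR-catalysed, NADPH-driven DTNB reduction monitored via TNB absorbance. Enzyme dispensed at 20 nM; compound exposure 15 min at room temperature before reaction start.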
AmpC inh detg – blocks E. coli AmpC beta-lactamase in detergent assay. 370,000 compounds, 0.041% hits. AmpC hydrolysis of nitrocefin, absorbance 480 nm, 0.01% Triton. Potency, µM (top dose mostly 114 µM), for the others: at the highest dose activity change, negative = inhibition, most hits filed as inhibitors. P00811. AID 485294;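 note: potency is the fitted concentration of half-maximal effect; 0% = no-compound wells and -100% = no-enzyme wells; nearly all actives have a fitted effect of over 25% in size; some results filed as inactive show a strong effect at the top dose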
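20 mM phosphate pH 7.0 + 0.01% (detergent screen) or 0.0001% Triton X-100; 5.3 nM AmpC reagent; cpd preinc 15 min RT; nitrocefin (800 uM stock) to start; A480 q20 s × 4 min; Activity was normalised to no-enzyme and no-compound control wells.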
Numbers without * were called inactive; [ ] = remark or other dose. Unless noted, calls come from the whole dose curve; as a rule, active = well fitted curve in the direction sought with a large enough effect; inconclusive = small, poorly fitted or top-dose-only effect, or another doubt; inactive = no such curve, though single readings can be large; an effect the other way counts as inactive or inconclusive. Unless noted, % is set by controls: 0 for no effect and ±100 for the full control effect.

`CC(C)CNC(=S)NNC(=O)c1ccc2c(c1)OCO2` gave Giardia FBPA inh 4%, HCV inhibitor 10%, AmpC no deterg -27%, HCMV inh 95, Sm TGR inh 3% and AmpC inh detg 0%.
For O=C(O)c1ccc2nc(-c3cc4cc(Cl)ccc4oc3=O)[nH]c2c1 the results were HCMV inh -2, Sm TGR inh -1% and AmpC inh detg 3%.
`COc1cccc(NC(=O)CSc2nnc(NC(=O)c3ccco3)s2)c1` gave AmpC no deterg -20%, HCMV inh 29, Sm TGR inh -24% and AmpC inh detg 2%.
For COc1ccc(-n2c(-c3ccc(Cl)cc3Cl)n[nH]c2=S)c(OC)c1 the results were Giardia FBPA inh 11%, HCV inhibitor -3%, AmpC no deterg -40%, HCMV inh -1, Sm TGR inh -12% and AmpC inh detg -14%.
`O=C(NCc1ccccc1)C1CCN(S(=O)(=O)c2ccc3c(c2)CCCN3C(=O)C2CCC2)CC1` gave HCMV inh -23, Sm TGR inh -4% and AmpC inh detg 1%.
Screening O=C(Cn1c(-c2ccccc2)noc1=O)Nc1ccc(N2CCCCCC2)cc1 returned Giardia FBPA inh -14%, HCV inhibitor inconclusive, AmpC no deterg -39%, HCMV inh -31, Sm TGR inh 6% and AmpC inh detg -5%.
For COc1ccccc1Nc1ncnc2c1c(C)c(C)n2CCO the results were Giardia FBPA inh 9%, HCV inhibitor inconclusive, AmpC no deterg 87%[activator], HCMV inh 107, Sm TGR inh 6% and AmpC inh detg inconclusive.
Screening O=C(Cn1[nH]c(=O)c2ccccc2c1=O)OCC(=O)N1CCc2ccccc2C1 returned Giardia FBPA inh -1%, HCV inhibitor 5%, AmpC no deterg -3%, HCMV inh 5, Sm TGR inh -18%[11.4 µM] and AmpC inh detg -11%.
`CCn1c(SCC(=O)NNC(=O)c2ccc(OC)cc2)nnc1-c1cccnc1` gave Giardia FBPA inh 1%, HCV inhibitor 31%[activator], AmpC no deterg -8%, HCMV inh 14 and AmpC inh detg 2%.
Screening CC(=O)CSc1nc(-c2ccccc2)[nH]c1S(=O)(=O)c1ccc(C)cc1 returned HCMV inh -11, Sm TGR inh -6% and AmpC inh detg 10%.
O=C(NC1CCCCC1)C1CCN(C(=O)NCc2ccccc2)CC1 was read as Giardia FBPA inh 4%, HCV inhibitor 7%, AmpC no deterg -5%, HCMV inh 4, Sm TGR inh 6% and AmpC inh detg -10%.
For N#CC1=C(Nc2ccccc2)SC=C(c2ccc(Cl)c(Cl)c2)N=C1N1CCOCC1 the results were Giardia FBPA inh -8%, HCV inhibitor inconclusive, AmpC no deterg 118%[activator], HCMV inh -27, Sm TGR inh -15% and AmpC inh detg inconclusive.
CCc1ccc(NCc2nc3ccccc3c(=O)[nH]2)cc1 was read as Giardia FBPA inh 0%, HCV inhibitor inconclusive, AmpC no deterg inconclusive, HCMV inh 149, Sm TGR inh 0% and AmpC inh detg 1%.
`O=C(NC1CCCCC1)C(c1ccc(F)cc1)N(Cc1ccco1)C(=O)c1csnn1` (configuration not stated) gave Giardia FBPA inh -7%, HCV inhibitor -2%, AmpC no deterg 3%, HCMV inh inconclusive, Sm TGR inh inconclusive and AmpC inh detg -5%.
Screening COc1ccc(CSc2nc(C)cc(=O)[nH]2)cc1Br returned Giardia FBPA inh -25%, HCV inhibitor 6%, AmpC no deterg -34%, HCMV inh 24, Sm TGR inh 6% and AmpC inh detg -4%.
`CC(C)(C)c1ccc(C(=O)NCC(=O)OCC(=O)c2ccc3c(c2)-c2ccccc2C3)cc1` gave Giardia FBPA inh 2%, HCV inhibitor -12%, AmpC no deterg -31%, HCMV inh -2, Sm TGR inh -16% and AmpC inh detg inconclusive.
Screening O=c1[nH]cnc2nc3n(c12)CCCCC3 returned Giardia FBPA inh 0%, HCV inhibitor 4%, AmpC no deterg -39%, HCMV inh -11, Sm TGR inh 5% and AmpC inh detg -3%.
`COc1ccc(NC(=O)C2CCCN2S(=O)(=O)c2ccc3c(c2)CC(C)N3C(C)=O)cc1OC` (configuration not stated) gave Giardia FBPA inh -9%, HCV inhibitor -1%, AmpC no deterg 21%, HCMV inh -36, Sm TGR inh 1% and AmpC inh detg 2%.
`Cc1cc(OC(C)C(=O)NCC(O)c2ccccc2)c2c(C)c(C)c(=O)oc2c1` (configuration not stated) gave HCV inhibitor inconclusive, AmpC no deterg 108%[activator], HCMV inh -17, Sm TGR inh 7% and AmpC inh detg 3%.
`CC(C(=O)NC1C(=O)N2C(C(=O)O)=C(CSc3nnnn3C)CSC12)n1cc(Cl)cn1` (configuration not stated) gave Giardia FBPA inh 18µM*, HCV inhibitor 4%, AmpC no deterg -21%, HCMV inh 5, Sm TGR inh inconclusive and AmpC inh detg -2%.
`O=C(O)C1=C[C@@H](c2ccc3c(c2)OCO3)C[C@@H](OCc2ccc(CO)cc2)O1` gave Giardia FBPA inh 12%, HCV inhibitor 33%[activator], AmpC no deterg -16%, HCMV inh -6, Sm TGR inh 23% and AmpC inh detg 2%.
Screening O=C(Nc1ccc(Oc2ccccc2)cc1)c1ccco1 returned Giardia FBPA inh -9%, HCV inhibitor -10%, Sm TGR inh 9% and AmpC inh detg 5%.
`CCCc1nc(SCC(=O)Nc2cc(Cl)ccc2OC)c2c(=O)n(C)c(=O)n(C)c2n1` gave Giardia FBPA inh 5%, HCV inhibitor inconclusive, AmpC no deterg -16%, Sm TGR inh -18% and AmpC inh detg inconclusive.
`CC(=O)c1c(C)[nH]c(C(=O)COC(=O)c2ccc(C)s2)c1C` gave HCV inhibitor 4%, AmpC no deterg 0% and HCMV inh 33.
`Oc1ccc(N2CCN(Cc3c(-c4ccccc4)nc4ccccn34)CC2)cc1` gave Giardia FBPA inh -4%, HCV inhibitor -30%, AmpC no deterg -4%, HCMV inh 32, Sm TGR inh inconclusive and AmpC inh detg -6%.
For O=C(Nc1ccc(OCC(F)(F)C(F)F)cc1)c1ccncc1 the results were Giardia FBPA inh 1%, HCV inhibitor inconclusive, AmpC no deterg -9%, HCMV inh -63*, Sm TGR inh 9% and AmpC inh detg -9%.
`NC(=O)Cn1c(=O)n(CCC(=O)Nc2ccc(F)cc2)c(=O)c2sccc21` gave Giardia FBPA inh -3%, HCV inhibitor 12%, AmpC no deterg -11%, HCMV inh -22, Sm TGR inh 7% and AmpC inh detg 1%.
Screening Cc1ccc(C(=O)N(CC(=O)NC2CCCCC2)c2ccccc2F)s1 returned Giardia FBPA inh 4%, HCV inhibitor -22%, AmpC no deterg -9%, HCMV inh -29, Sm TGR inh 0% and AmpC inh detg 1%.
CCC(C)NC(=O)Nc1ccc(Br)cc1 (configuration not stated) was read as Giardia FBPA inh -4%, HCV inhibitor 5%, AmpC no deterg -15%, HCMV inh inconclusive, Sm TGR inh 13% and AmpC inh detg -11%.
`CCOc1nc(NCCc2ccc(OC)c(OC)c2)nc(NC(C)(C)CO)n1` gave Giardia FBPA inh -5%, HCV inhibitor inconclusive, AmpC no deterg 8%, HCMV inh -13, Sm TGR inh 11% and AmpC inh detg -6%.
Screening CCCOc1ccc(-c2nc(-c3ccc(N)cc3)cs2)cc1 returned Giardia FBPA inh -12%, AmpC no deterg 22%, Sm TGR inh -6% and AmpC inh detg -2%.
For COc1ccc2nc(NNC(=O)c3cc(=O)c4ccccc4o3)sc2c1 the results were Giardia FBPA inh -9%, HCV inhibitor -25%, AmpC no deterg -32%, HCMV inh 32, Sm TGR inh -4% and AmpC inh detg 3%.
`COc1cccc(CNC(=O)CCCNS(=O)(=O)c2cccs2)c1` gave Giardia FBPA inh 4%, HCV inhibitor 13%, AmpC no deterg -14%, HCMV inh 59, Sm TGR inh 1% and AmpC inh detg 0%.
Screening O=C(CN1CCCCCC1)Nc1ccccc1OC(F)F returned Giardia FBPA inh 9%, HCV inhibitor 6%, AmpC no deterg 0%, HCMV inh -37, Sm TGR inh 0% and AmpC inh detg inconclusive.
CC(=O)Nc1ccc(NC(=O)COc2ccc(Cl)cc2Cl)cc1 was read as Giardia FBPA inh -3%, HCV inhibitor -15%, AmpC no deterg -5%, HCMV inh -7, Sm TGR inh -2% and AmpC inh detg 2%.
CCOC(=O)N/N=C/c1ccccc1OCc1ccc(Cl)cc1 was read as Giardia FBPA inh -1%, HCV inhibitor -28%, AmpC no deterg -15%, HCMV inh inconclusive, Sm TGR inh 4% and AmpC inh detg -2%.
Screening COC(=O)c1c(NC(=S)NN2CCOCC2)sc2c1CCCC2 returned Giardia FBPA inh -8%, HCV inhibitor inconclusive, AmpC no deterg 26%, HCMV inh 8, Sm TGR inh -8% and AmpC inh detg 6%.
CCCSc1ncc(Cl)c(C(=O)Nc2sc3c(c2C(=O)OC)CCCC3)n1 was read as HCMV inh 15, Sm TGR inh 4% and AmpC inh detg 13%.
Screening Cc1ccc(SC(C)C(=O)NCc2ccncc2)cc1 (configuration not stated) returned Giardia FBPA inh 2%, HCV inhibitor 24%, AmpC no deterg -35%, HCMV inh -6, Sm TGR inh 1% and AmpC inh detg -5%.
Screening Cc1cccc(N2CCN(c3ccc4cc(S(=O)(=O)N5CCCCC5)ccc4n3)CC2)c1C returned HCV inhibitor 9%, AmpC no deterg -16%, HCMV inh inconclusive, Sm TGR inh 1% and AmpC inh detg -2%.
`Cc1csc(NC(=O)CN2C(=O)c3ccccc3C2=O)c1C(N)=O` gave Giardia FBPA inh -1%, HCV inhibitor 11%, AmpC no deterg -19%, HCMV inh 13, Sm TGR inh inconclusive and AmpC inh detg 5%.
`N/C(=N\OC(=O)c1ccc2c(c1)OCO2)c1ccc(Br)cc1` gave Giardia FBPA inh 2%, HCV inhibitor 5%, AmpC no deterg -11%, HCMV inh 63, Sm TGR inh -4% and AmpC inh detg -3%.
Screening O=C(CCCOc1ccccc1)Nc1ccc(Cl)c(S(=O)(=O)N2CCOCC2)c1 returned HCV inhibitor 7.1µM*, AmpC no deterg 1% and HCMV inh -73*.

Five compounds from above, ordered by SMILES length, rising.
Screening COC(=O)c1c(NC(=S)NN2CCOCC2)sc2c1CCCC2 returned Giardia FBPA inh -8%, HCV inhibitor inconclusive, AmpC no deterg 26%, HCMV inh 8, Sm TGR inh -8% and AmpC inh detg 6%.
`COc1cccc(CNC(=O)CCCNS(=O)(=O)c2cccs2)c1` gave Giardia FBPA inh 4%, HCV inhibitor 13%, AmpC no deterg -14%, HCMV inh 59, Sm TGR inh 1% and AmpC inh detg 0%.
For COc1ccc2nc(NNC(=O)c3cc(=O)c4ccccc4o3)sc2c1 the results were Giardia FBPA inh -9%, HCV inhibitor -25%, AmpC no deterg -32%, HCMV inh 32, Sm TGR inh -4% and AmpC inh detg 3%.
Screening O=C(CCCOc1ccccc1)Nc1ccc(Cl)c(S(=O)(=O)N2CCOCC2)c1 returned HCV inhibitor 7.1µM*, AmpC no deterg 1% and HCMV inh -73*.
Screening Cc1cccc(N2CCN(c3ccc4cc(S(=O)(=O)N5CCCCC5)ccc4n3)CC2)c1C returned HCV inhibitor 9%, AmpC no deterg -16%, HCMV inh inconclusive, Sm TGR inh 1% and AmpC inh detg -2%.
